Bioassay records: PubChem BioAssay, National Center for Advancing Translational Sciences (NCATS)
PLK1 PBD inh: PLK1 (human) polo-box domain binding inhibition | Potency, µM, inactives show max response, negative = inhibition, usual class: inhibitors | P53350 | Plk1 PBD binding of FITC phosphopeptide, fluorescence polarization | 360,000 tested, 2.8% active; note: potency is the fitted concentration of half-maximal effect; series mostly up to about 57 µM; % is set by controls: 0 for no effect and ±100 for the full control effect; nearly all actives have a fitted effect of over 65% in size
Target sequence (P53350 whole entry, looked up, the tested form may be a part): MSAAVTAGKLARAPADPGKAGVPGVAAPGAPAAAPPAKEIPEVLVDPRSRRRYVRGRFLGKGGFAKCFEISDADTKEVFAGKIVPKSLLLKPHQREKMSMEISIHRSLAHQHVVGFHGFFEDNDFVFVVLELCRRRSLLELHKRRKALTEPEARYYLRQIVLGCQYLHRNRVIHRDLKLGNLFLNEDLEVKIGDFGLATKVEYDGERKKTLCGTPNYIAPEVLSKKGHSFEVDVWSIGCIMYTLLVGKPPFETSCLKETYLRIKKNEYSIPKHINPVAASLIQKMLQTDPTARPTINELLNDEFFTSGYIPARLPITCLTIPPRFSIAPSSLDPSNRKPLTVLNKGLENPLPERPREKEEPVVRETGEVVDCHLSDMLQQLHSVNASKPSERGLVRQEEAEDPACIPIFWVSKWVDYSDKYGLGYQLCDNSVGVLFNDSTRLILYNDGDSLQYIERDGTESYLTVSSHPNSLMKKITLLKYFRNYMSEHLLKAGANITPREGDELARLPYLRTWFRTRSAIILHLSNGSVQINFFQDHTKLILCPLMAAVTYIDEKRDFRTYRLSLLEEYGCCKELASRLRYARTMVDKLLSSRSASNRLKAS
WRN helicase inh: inhibitors of human WRN helicase. Q14191. WRN helicase unwinding, fluorescent forked duplex, kinetic. Potency, µM (highest dose often 114 µM), for the others: at the top dose activity change, negative = inhibition, actives largely listed as inhibitors. 360,000 tested, 0.46% active; note: potency is the fitted concentration of half-maximal effect; % is set by controls: 0 for no effect and ±100 for the full control effect; nearly all actives have a fitted effect of over 55% in size
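Screening of the MLSMR collection measured strand separation of a quenched forked DNA duplex (100 nM) by 20 nM WRN with 2 mM ATP, all final. Compounds were preincubated with enzyme 15 min at room temperature.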
PI5P4K alpha inh: PI5P4K alpha (human) kinase inhibition; PI5P4Kalpha enzyme, ADP-Glo luminescence, 60 min; stronger effect = lower value; max response, %; P48426; 330,000 tested, 1.2% active; AID 652105; active = max response of -50% or lower; inconclusive = between -30% and -50%; inactive = -30% or higher; note: value at the top dose of about 77 µM; % is set by controls: 0 for no effect and ±100 for the full control effect
Target sequence (P48426 whole entry, looked up): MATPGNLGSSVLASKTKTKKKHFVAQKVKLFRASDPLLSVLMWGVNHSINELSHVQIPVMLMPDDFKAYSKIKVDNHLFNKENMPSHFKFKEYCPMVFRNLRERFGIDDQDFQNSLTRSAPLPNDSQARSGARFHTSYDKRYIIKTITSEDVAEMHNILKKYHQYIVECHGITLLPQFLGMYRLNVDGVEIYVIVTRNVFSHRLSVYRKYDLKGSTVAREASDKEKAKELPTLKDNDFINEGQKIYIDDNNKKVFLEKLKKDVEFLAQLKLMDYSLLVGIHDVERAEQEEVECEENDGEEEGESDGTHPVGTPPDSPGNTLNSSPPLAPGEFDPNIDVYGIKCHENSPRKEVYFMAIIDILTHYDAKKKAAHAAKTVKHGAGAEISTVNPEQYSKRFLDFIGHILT
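qHTS, 1536-well: enzyme/substrate mix, compound by pin tool, 5 microM ATP final; RT 60 min; ADP-Glo reagents 1 (45 min) then 2 (30 min); luminescence.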
EPAC1 ag: agonists of human EPAC1. O95398. EPAC1 agonist qHTS, biochemical assay; response scale: 100% = response to 6.5 mM cAMP. Potency, µM (doses to about 154 µM), for inactives: at the highest dose activation, actives largely listed as activators. 360,000 tested, 0.073% active. AID 720707; note: potency is the fitted concentration of half-maximal effect; nearly all actives have a fitted effect of over 60% in size
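Compounds were pinned as a concentration titration into mixtures of EPAC1 (100 nM), BODIPY-GDP-loaded Rap1B (250 nM) and GDP (50 uM). After 5 min at room temperature, fluorescence was followed for 30 min; activity was scaled to 6.5 mM cAMP.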
Abeta yeast res: restores growth of yeast expressing A-beta42 peptide; 410,000 tested, 0.063% active; Potency, µM (doses to about 46.1 µM), for the others: at the top dose growth rescue, most hits filed as activators; yeast expressing A-beta42, growth rescue, OD600, 48 h; response scale: 0% DMSO, 100% iron-clioquinol control; AID 1347071; note: potency is the fitted concentration of half-maximal effect; nearly all actives have a fitted effect of over 55% in size
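Yeast growth medium received pinned compounds, then yeast cells expressing toxic A-beta were added; plates incubated at 30 C for 48 hr. Growth read as absorbance at 600 nm, normalized to DMSO and equimolar FeCl3 plus clioquinol controls.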
EPAC1 antagonist: EPAC1 (human) antagonism. O95398. EPAC1 GEF assay, Rap1b-BODIPY-GDP exchange fluorescence. Potency, µM (top dose mostly 115 µM), for inactives: top-dose activity change, negative = inhibition, hits mostly inhibitors. 360,000 tested, 0.14% active;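 note: potency is the fitted concentration of half-maximal effect; plate controls were vehicle for no effect and positive control for full effect; nearly all actives have a fitted effect of over 50% in size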
FUS yeast rescue: FUS proteinopathy suppression in yeast | S. cerevisiae FUS-expressing, growth rescue, OD600, 24 h | Potency, µM (doses to about 76.6 µM), for the others: at the top dose growth rescue (activation), most hits filed as activators | 390,000 tested, 0.24% active | AID 1347120;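 note: potency is the fitted concentration of half-maximal effect; plate controls were DMSO vehicle for no effect and reference control for full effect; nearly all actives have a fitted effect of over 55% in size; some results filed as inactive show a strong effect at the top dose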
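Restored growth of FUS-toxic S. cerevisiae, read as 600 nm absorbance after 24 h at 30C in galactose medium (starting OD 0.005). Controls CP55940 and DMSO.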
IL2 activator: activators of IL-2. 360,000 tested, 0.065% active. IL-2 activation reporter assay, cell-based qHTS; stimulated with anti-CD3/CD4/CD28 beads; in transgenic mouse T cells. activation, % (series mostly up to about 46 µM). AID 652025; in the data active = activation above about 50%; inconclusive = mostly about 30% to 49%; note: 0% is about no effect
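Unstimulated transgenic mouse T cells, 750 per well, received compound and, after 60 minutes, anti-CD3/anti-CD4 bead plus anti-CD28 stimulation. EGFP and DsRed were quantified after 18 hours.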
An asterisk follows results filed as active; ? = inconclusive; . = not tested or not shown; & = joins results of further samples; [ ] = dose if it differs, or a comment. Unless noted, calls come from the whole dose curve; as a rule, active = well fitted curve in the direction sought with a large enough effect; inconclusive = small, poorly fitted or top-dose-only effect, or another doubt; inactive = no such curve, though single readings can be large; an effect the other way counts as inactive or inconclusive.

SMILES | PLK1 PBD inh | WRN helicase inh | PI5P4K alpha inh | EPAC1 ag | Abeta yeast res | EPAC1 antagonist | FUS yeast rescue | IL2 activator
Cc1c(S(=O)(=O)N2CCN(C(=O)c3ccco3)CC2)c(=O)n(C)c(=O)n1C | -6.3% | 2.8% | -0.9 | -2.2% | -3.0% | 3.1% | 2.7% | -0.1
Cc1cc(N/C=C\c2nnnn2-c2ccccc2)no1 | -5.4% | -6.0% | -6.8 | 6.0% | 17.5% | 11.9% | . | -0.6
O=C(CCc1nnc(CCCCc2ccccc2)o1)N1CCN(CCO)CC1 | -17.0% | -12.2% | -9.3 | 0.3% | -2.4% | -18.4% | 9.9% | -3.4
CC(=O)c1cc2c(cc1NC(=O)CCNC(=O)c1ccccc1Cl)OCO2 | -7.5% | 1.8% | -0.1 | -3.1% | -4.8% | 8.4% | -14.3% | 0.2
COc1ccc(CCN2CCCn3c2nc2c3c(=O)n(CC(C)C)c(=O)n2C)cc1OC | -10.9% | -0.1% | 2.2 | -3.1% | -18.9% | 1.4% | 7.3% | -0.2
CC(=O)CCc1ccc(OCC(O)CNCCOc2ccc(C)cc2)cc1 (centres undefined) | -3.2% | -1.6% | 7.0 | -3.5% | -2.0% | 3.0% | -10.9% | 0.1
Cc1ccc(S(=O)(=O)N2CCOCC2)cc1NC(=O)COC(=O)/C=C/c1ccco1 | -15.1% | 0.3% | -1.8 | 1.9% | -8.0% | -18.6% | 18.4% | 3.0
CN(C)c1ccc(CNC(=O)C2CCN(S(=O)(=O)c3ccc4c(c3)oc(=O)n4C)CC2)cc1 | -20.5% | 14.4% | -5.5 | 8.9% | 13.0%&-7.3% | -21.4% | 15.8%&-26.1% | -4.2
O=C(Nc1cc(=O)[nH]c(=O)[nH]1)c1cccc(C(F)(F)F)c1 | 0.9% | 3.8%[57.1 µM] | -1.7 | -0.4% | 12.6% | 3.2% | 2.5% | 0.1
Cc1ccc(-c2nnn(CC(=O)N3CCCCC3)n2)c(-n2cnnn2)c1 | 3.3%&-14.2% | 4.8% | -12.4 | 0.3% | -6.4% | -8.4% | 8.4% | -0.6
COc1cc(OC)c(NC2=NCCCCC2)cc1Cl | -6.0% | 7.2% | -3.8 | 1.4% | 0.9% | -7.1% | 25.1% | -1.0
COc1cc2c(cc1OC)CN(c1ncccc1[N+](=O)[O-])CC2 | -8.9% | -6.3% | 1.7 | 7.1% | -12.4% | 0.0% | 14.2% | 0.5
COc1cc2c(cc1OC)C(SC)=NC1(CCCC1)C2 | -5.7% | -2.4% | -0.8 | -5.8% | -2.9% | -0.5% | -6.0% | -3.3
CCOc1ccc(C(=O)NCCNC(=O)c2ccc(OCC)cc2)cc1 | -6.9% | 3.9% | 2.7 | 8.4% | -1.3% | -6.5% | -15.2% | -1.6
CN1CCc2c(sc(/N=C/c3ccco3)c2C(N)=O)C1 | -12.4% | -7.3% | . | 2.2% | -12.6% | 7.3% | 40.5% | -1.6
CCOC(=O)COc1ccc2c(=O)cc(-c3ccccc3)oc2c1 | 0.3% | 5.8% | -1.8 | 0.7% | -11.5% | -11.7% | -4.2% | 0.1
CSc1ccccc1N1CCN(C(=O)Nc2ccc3c(c2)NC(=O)CO3)CC1 | -9.5% | -11.4% | 3.5 | 9.1% | -11.2% | 2.3% | 26.2% | -1.2
CC(C)N1CCNCC1 | -4.6% | -3.0% | 0.1 | 9.9% | 4.0% | -10.2% | -34.2% | -1.1
Cc1ccc(NC(=O)c2ccccc2O)cc1 | -9.1% | 3.2% | 2.1 | 6.5% | -68.1%[inhibitor] | 4.1% | 3.8% | 2.3
CN(CC(=O)Nc1ccccc1Cl)C(=O)COC(=O)c1ccc(C(F)(F)F)cc1 | -12.6% | -7.2% | 6.5 | -6.7% | -3.3% | -17.4% | 6.8% | 1.5
COCCCNc1nc2nonc2nc1N1C[C@H]2CC[C@H]1C2 | -12.5% | -4.0% | -1.6 | 5.5% | 5.2% | 4.4% | -1.0% | -3.2
O=C(Cc1cccs1)Nc1ccon1 | -2.7% | 0.2% | . | 11.0% | 0.1% | 9.9% | 22.6% | -2.0
COc1ccc(C(=O)/C=C/c2ccc(OC)cc2OC)c(O)c1 | -10.9% | 3.2% | 3.5 | -17.1% | 4.0% | -5.4% | -5.7% | -0.7
CC(C)(C)OC(=O)NCc1ccc(CNC(=O)c2ncn(Cc3ccccc3)c2C(=O)NCc2ccc(CNC(=O)OC(C)(C)C)cc2)cc1 | 1.8% | 10.5% | -4.9 | -13.0% | 1.7% | 3.9% | -17.7% | -0.1
CN(c1ccc(OC(=O)CN2C(=O)NC3(CCCC3)C2=O)cc1)S(=O)(=O)c1ccccc1 | -5.0% | -10.5% | -7.9 | -0.2% | -8.5% | 10.2% | 1.6% | 4.0
CC(=O)N1N=C(c2ccc(NS(C)(=O)=O)cc2)CC1c1ccc2nccnc2c1 (centres undefined) | 4.2% | -3.0%[57.1 µM] | 2.6 | 3.9% | 5.2% | ? | 9.6% | -1.9
O=C(OCc1nnc(-c2ccccc2)o1)c1cc2ccccc2cc1O | 6.0% | -6.5% | -7.1 | 5.2% | 5.7% | 5.0% | -13.8% | 0.0
COc1ccc(/C=N/NC(=O)c2c(C)n(C)c3ccc(OC)cc23)c(OC)c1 | 5.4% | -10.0%[57.1 µM] | -5.2 | -12.4% | 6.4% | 32.5%[activator] | 5.2% | -0.1
C#CCOC(=O)c1ccccc1C(=O)OCC#C | -5.3% | 4.3% | -4.4 | -11.5% | 5.9% | 6.3% | -22.7% | -0.3
COc1ccc(N(CC(=O)NCc2ccncc2)S(=O)(=O)c2ccc(C)c([N+](=O)[O-])c2)cc1 | -2.6% | -4.8% | 5.4 | -8.4% | 4.0% | -2.8% | -22.7% | -0.3
C=CCOC(=O)c1ccc(-n2cnc(C)n2)nc1 | -4.6% | -1.1%[57.1 µM] | -1.1 | 6.9% | -3.3% | 8.5% | -8.0% | 1.5
CCOC1CCc2c(C)nc(N)nc2S1 (centres undefined) | -15.9% | 0.7% | -10.3 | -4.1% | -5.9% | 3.2% | -15.3% | -2.0
CSc1ccccc1C(=O)Nc1cc(C)cc(C)c1 | -0.1% | -8.1% | 2.6 | 5.8% | 9.3% | -16.9% | 11.7% | -0.5
Cc1ccccc1-n1c(=S)[nH]c2nc3c(cc2c1=O)CCCC3 | -0.7% | -1.2% | 8.8 | 10.4% | -20.6% | 4.3% | -0.5% | 3.8
Cc1nc2ccccc2n1CCC(=O)Nc1cccc(F)c1 | -5.6% | -11.0%[57.1 µM] | -5.0 | -1.3% | 17.4% | 8.4% | 0.3% | -1.0
CCN1CCCC1CNC(=O)c1cc(OC)c(OC)c(OC)c1 (centres undefined) | -6.9% | -0.8% | 0.4 | -2.2% | 17.1% | 5.0% | 10.8% | -0.1
COc1ccc(C2=Nn3c(nnc3-c3ccccc3F)SC2)cc1OCC1CC1 | . | . | . | 1.8% | -7.9% | 2.0% | -8.9% | -2.8
CCOC(=O)CSc1nc(C)cc2c1C(=O)OC2 | -8.7% | -12.9%[57.1 µM] | -4.7 | 1.7% | 7.6% | -14.7% | -6.1% | -3.1
O=C(COC(=O)c1cccc(-n2cnnn2)c1)c1ccccc1 | 4.5% | 0.3% | 3.7 | -1.0% | -4.5% | 0.7% | -17.0% | -1.8
CCc1cccc(CC)c1NC(=O)C1CN(S(=O)(=O)c2ccccc2)CCN1S(=O)(=O)c1ccccc1 (centres undefined) | -1.1% | -2.2% | -3.3 | 8.1% | 16.6% | -20.2% | ? | -2.6
CC1CN(C(=O)COC(=O)c2ccc(Cl)c(N)c2)CC(C)O1 (centres undefined) | -9.5% | -0.8% | -0.8 | -14.3% | -5.1% | -3.7% | 4.8% | -2.1
O=C(N/N=C\c1cc(Br)c(Br)o1)C1COc2ccccc2O1 (centres undefined) | 2.6% | -26.0% | 1.1 | 0.2% | 9.4% | -3.7% | -6.5% | -0.6
COc1cccc(C=Nc2ccc(N3CCOCC3)cc2)c1O | -15.2% | -9.8% | 5.2 | 7.3% | -24.6% | -7.2% | -7.1% | -0.5
CN(C)S(=O)(=O)c1cccc(NC(=S)Nc2ccc3cn[nH]c3c2)c1 | 21.2µM* | -1.9% | -8.2 | 9.1% | -7.9% | 7.4% | ? | 1.3
CC(C)C[C@@H](CN)NC(=O)c1nc[nH]c1C(=O)N[C@@H](Cc1c[nH]c2ccccc12)C(=O)CNC[C@H](C)NC(=O)c1nc[nH]c1C(=O)N[C@@H](C)C(=O)O | ? | 7.6% | -12.4 | -8.7% | -8.2% | -7.7% | 35.0% | 1.6
Cc1ccc2[nH]c(=O)c(-c3noc(CC(C)C)n3)cc2c1 | 1.6% | -2.7% | -4.0 | 6.8% | 23.2% | 8.6% | 3.5% | 0.0
Cn1c(=O)c2c(ncn2Cc2ccc(Cl)cc2)n(C)c1=O | -3.4% | 6.1% | 0.3 | -7.8% | 7.3%&4.0% | 12.6% | 24.2%&-16.3% | -4.5
CCc1ccc(C(C(=O)NC(C)(C)CC)N(Cc2ccco2)C(=O)Cn2nnc3ccccc32)cc1 (centres undefined) | -0.5% | 0.5% | 1.8 | -16.2% | 22.0% | -19.8% | 6.0% | 0.2
N#Cc1cc(C(=O)c2ccccc2O)cn(-c2nccs2)c1=O | -10.7% | -6.6%[11.6 µM] | ? | 89.1µM* | 7.7% | 62.3%[activator] | 7.3% | 7.7
CCN(CC)C(=O)COc1ccc(N(C)S(=O)(=O)c2ccc(NC(C)=O)cc2)cc1 | -12.9% | 3.2% | 1.4 | 4.3% | 7.5% | -8.0% | 2.8% | 0.2
CCNC(=O)C1CCCN(C(=O)c2ccc(C(=O)OC)cc2)CC1 (centres undefined) | 4.0% | 7.9% | -3.0 | 6.4% | -4.4% | 6.1% | -22.8% | 0.3
COc1cccc(-c2ccc(NC(=O)C3CCCN(Cc4cccc(C)n4)C3)cc2)c1 (centres undefined) | -4.1% | -1.3% | -21.2 | 13.0% | -10.3% | -16.2% | -10.7% | -2.7
COCCCn1c(=S)[nH]c(C)c(C)c1=O | -10.7% | -7.0% | 5.9 | -2.9% | -1.2% | -23.8% | -4.5% | 1.2

No enrichment for hits; any-hit rate near 4.1%.
